USP1 inh: inhibitors of human USP1/UAF1 deubiquitinase; Potency, µM (doses to about 57.1 µM), for inactives: at the top dose activity change, negative = inhibition, usual class: inhibitors; actives 0.23% (n = 390,000); AID 743255; O94782; recombinant USP1/UAF1, Ub-Rhodamine cleavage fluorescence; further: potency means the concentration at half of the fitted maximal effect; on the % scale 0 is the no-effect control and ±100 the full control effect; nearly all actives have a fitted effect of over 60% in size; inactives centre near -12
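1 nM enzyme complex + cpd, 15 min RT; start with Ub-Rho 150nM final; kinetic fluorescence ex 480/em 540, 6 reads q60 s. Buffer 50mM HEPES pH 7.8, 0.5mM EDTA, 0.1 mg/ml BSA, 1mM TCEP, 0.01% Tween-20.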
HP1b binding inh: blocks HP1-beta chromodomain binding to methylated histone tails; P83916; AlphaScreen HP1-beta / biotin-H3K9me3 peptide binding; Potency, µM (titrated, usually from 114 µM), for the others: at the highest dose activity change, negative = inhibition, usual class: inhibitors; actives 0.56% (n = 390,000); further: potency means the concentration at half of the fitted maximal effect; nearly all actives have a fitted effect of over 70% in size; inactives centre near 23
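Compound inhibition of the preformed complex between 50 nM HP1-beta and 50 nM biotinylated H3K9me3 peptide was read by AlphaScreen. Buffer was PBS pH 7.4 with 0.01% Tween-20. Incubations ran 30 min at room temperature, with 10 ug/mL donor/acceptor beads.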
TrxR1 inh: inhibitors of rat thioredoxin reductase 1 | O89049 | recombinant rTrxR1, NADPH fluorescence consumption, selenite substrate | Potency, µM (highest dose often 114 µM), for the others: at the top dose activity change, negative = inhibition, hits mostly inhibitors | actives 1% (n = 390,000) | AID 588453; further: potency means the concentration at half of the fitted maximal effect; on the % scale 0 is the no-effect control and ±100 the full control effect; nearly all actives have a fitted effect of over 65% in size
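Rat TrxR1 (90 nM in the dispensed reagent) was pre-reduced with 400 uM NADPH for 5 min at room temperature, then incubated with compound for 15 min. After 400 uM selenite was added, NADPH fluorescence (Ex 340/Em 450 nm) was followed for 8 min.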
TrxR1 substrate: substrates of rat thioredoxin reductase 1; O89049; purified TrxR1 substrate turnover, NADPH consumption readout; Potency, µM (series often up to 114 µM), for inactives: at the highest dose activity change, negative = substrate turnover; actives 0.01% (n = 390,000); AID 588456; further: potency means the concentration at half of the fitted maximal effect; on the % scale 0 is the no-effect control and ±100 the full control effect; nearly all actives have a fitted effect of over 50% in size
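Rat TrxR1, dispensed at 90 nM, was prereduced with 400 uM NADPH (final) for 5 min at ~22 deg C, then incubated with compound 15 min before 400 uM selenite. A first-read NADPH fluorescence drop versus no-compound background flagged substrates.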
PI4K2A inh: blocks human PI4K2A kinase activity. actives 0.13% (n = 420,000). purified PI4K2A, ADP-Glo luminescence, 1 h; stronger effect = lower value. activity change, negative = inhibition, % at 76.9 µM; in the data active means activity change below about -50%; inconclusive means mostly about -30% to -49%;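 further: -100% = wells without enzyme as full effect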
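Compounds are screened against recombinant PI4K2A using PI as substrate and ATP, the latter dispensed at 300 microM. Reactions run one hour at ambient temperature before ADP-Glo detection; full inhibition defined by wells lacking enzyme.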
Tb PGK inh: inhibitors of T. brucei phosphoglycerate kinase; Potency, µM (highest dose often 57.5 µM), for inactives: top-dose activity change, negative = inhibition, usual class: inhibitors; PGK/GAPDH coupled, Kinase-Glo luminescence, 60 min; P07378; actives 0.043% (n = 380,000); further: potency means the concentration at half of the fitted maximal effect; on the % scale 0 is the no-effect control and ±100 the full control effect; nearly all actives have a fitted effect of over 60% in size
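Luminescent ATP detection (Kinase-Glo Plus) follows a 60-minute room-temperature incubation, with wells lacking PGK as controls. Buffer: 100 mM TEA (pH 7.6), 5 mM MgCl2, 0.01% Tween-20. Coupling enzyme GAPDH (100 nM final) supplies unstable 1,3-BPG in-well.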
mIDH1 inhibitor: inhibitors of human mutant IDH1 R132H; Potency, µM (series often up to 76.6 µM), inactives show top-dose activity change, negative = inhibition, most hits filed as inhibitors; IDH1-R132H enzyme, NADPH consumption, diaphorase/resazurin fluorescence; actives 0.093% (n = 390,000); O75874; further: potency means the concentration at half of the fitted maximal effect; on the % scale 0 is the no-effect control and ±100 the full control effect; nearly all actives have a fitted effect of over 65% in size
Target sequence (O75874 whole entry R132H, stated change not applied): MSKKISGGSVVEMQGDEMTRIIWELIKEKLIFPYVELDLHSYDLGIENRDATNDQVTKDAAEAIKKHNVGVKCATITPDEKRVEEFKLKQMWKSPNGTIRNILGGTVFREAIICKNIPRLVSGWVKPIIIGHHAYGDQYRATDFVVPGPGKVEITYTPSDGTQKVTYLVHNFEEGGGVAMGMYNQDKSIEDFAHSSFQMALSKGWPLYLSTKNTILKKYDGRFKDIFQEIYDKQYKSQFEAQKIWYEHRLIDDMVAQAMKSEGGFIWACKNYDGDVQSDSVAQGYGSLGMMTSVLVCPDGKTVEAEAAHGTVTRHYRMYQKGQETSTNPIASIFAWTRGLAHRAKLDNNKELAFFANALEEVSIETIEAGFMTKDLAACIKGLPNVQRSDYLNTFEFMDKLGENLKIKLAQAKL
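IDH1-R132H (0.5 ug/mL dispensed) in pH 7.5 Tris buffer was preincubated 30 min with compound, then given a substrate mix of 0.016 mM NADPH and 2 mM alpha-KG for 80 min at room temperature; remaining NADPH was read by diaphorase/resazurin fluorescence.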
Pin1 inh: human Pin1 inhibition; Pin1 FP peptide displacement, HiFluor488, 10 min; Potency, µM (series often up to 115 µM), for inactives: top-dose activity, negative = inhibition, hits mostly inhibitors; Q13526; actives 0.009% (n = 390,000); active means well fitted inhibition curve with a large enough effect in the polarisation, with a control signal flat, not every such curve was filed as active; inconclusive means small, poorly fitted or top-dose-only effect, or effect the other way, or a change in a side signal; inactive means no such curve, though single readings can be large or run the other way; the % refers to the polarisation; further: potency means the concentration at half of the fitted maximal effect; on the % scale 0 is the no-effect control and ±100 the full control effect
GLS inhibitor: blocks human kidney-isoform glutaminase activity | O94925 | GLS enzymatic activity, qHTS titration | Potency, µM (series often up to 45.5 µM), for the others: at the highest dose activity change, negative = inhibition, usual class: inhibitors | actives 0.21% (n = 410,000); further: potency means the concentration at half of the fitted maximal effect; on the % scale 0 is the no-effect control and ±100 the full control effect
Target sequence (O94925 whole entry, looked up, canonical isoform): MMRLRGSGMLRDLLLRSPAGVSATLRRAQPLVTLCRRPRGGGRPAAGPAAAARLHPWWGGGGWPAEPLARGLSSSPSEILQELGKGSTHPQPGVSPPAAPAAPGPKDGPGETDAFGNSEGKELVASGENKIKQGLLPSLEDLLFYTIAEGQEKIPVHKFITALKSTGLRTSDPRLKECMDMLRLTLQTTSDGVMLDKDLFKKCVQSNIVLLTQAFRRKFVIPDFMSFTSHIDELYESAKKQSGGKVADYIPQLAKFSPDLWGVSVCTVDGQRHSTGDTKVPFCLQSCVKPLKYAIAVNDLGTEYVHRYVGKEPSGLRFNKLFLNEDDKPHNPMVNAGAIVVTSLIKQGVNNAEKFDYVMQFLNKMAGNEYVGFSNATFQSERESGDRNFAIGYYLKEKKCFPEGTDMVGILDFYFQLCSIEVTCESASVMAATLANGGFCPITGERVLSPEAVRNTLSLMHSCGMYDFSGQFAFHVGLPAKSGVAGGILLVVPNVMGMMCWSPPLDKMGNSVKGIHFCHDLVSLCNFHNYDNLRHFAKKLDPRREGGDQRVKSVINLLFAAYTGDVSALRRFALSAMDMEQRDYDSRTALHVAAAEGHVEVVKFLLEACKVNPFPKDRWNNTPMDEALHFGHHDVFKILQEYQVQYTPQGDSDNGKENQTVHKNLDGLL
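hKGA in 45 mM KH2PO4 (pH 8.2), 0.02% Tween-20 with compound, then 1mM L-Glutamine (stock as added) plus glutamate oxidase/HRP/Amplex red coupling mix. Fluorescence read initially and after 30 min at RT; signal change reflects glutamate formation.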
The depositor's hits bear a star; i = inactive; ? = inconclusive; · = no result given; & = joins results of further samples; [ ] = dose if it differs, or a comment. Unless noted, the call rests on the fitted dose curve; in most records, active means well fitted curve in the direction sought with a large enough effect; inconclusive means small, poorly fitted or top-dose-only effect, or another doubt; inactive means no such curve, though single readings can be large; an effect the other way counts as inactive or inconclusive.

Every second line gives: USP1 inh, HP1b binding inh, TrxR1 inh, TrxR1 substrate, PI4K2A inh, Tb PGK inh, mIDH1 inhibitor, Pin1 inh, GLS inhibitor
- CC1(C)CC(=O)C2=C(C1)Oc1nc3ccccc3cc1C2C(C#N)C#N (centres undefined)
  -10%, 46%[activator], -46%, 3%[57.1 µM], 2, -1%, -1%, 5%, -6%
- CCOC(=O)c1csc(CCNC(=O)c2ccccc2)n1
  -26%, ·, ·, ·, -5, -2%, -2%, ·, 5%
- CC(C)CNC(=S)NNC(=O)c1ccco1
  -9%, 61%[activator], -6%, 3%, -1, i, 3%, 0%, 19%
- CCc1nnc(SCC(=O)Nc2nnc(C)s2)n1CC1CCCO1 (centres undefined)
  -18%, 36%, -12%, -12%, -5, i, 5%, -8%, 0%
- Cc1sc2ncn(CC(=O)Nc3ccc(F)cc3F)c(=O)c2c1S(=O)(=O)N1CCC(C)CC1
  -3%, 6%, 9%, 8%[2.29 µM], 4, i, -18%, 2%, -1%
- CCOc1cc(/C=C/c2nc3ccccc3c(=O)[nH]2)ccc1O
  -22%, -28%, -1%, 4%, 3, -7%, 0%, -5%, 2%
- COCCCNC(=O)c1c[nH]c2ccc(S(=O)(=O)N3CCC(C)CC3)cc2c1=O
  -11%, 25%, 24%[57.1 µM], 8%[57.1 µM], 3, -2%, 3%, -10%, 0%
- O=C1C2C3C=CC(CC3)C2C(=O)N1c1cccc(C(F)(F)F)c1 (centres undefined)
  4%, 34%, -4%[57.1 µM], -8%[57.1 µM], -1, -7%, -1%, 2%, 0%
- Cn1c(=O)c2c(-c3ccccc3)n(-n3cnnc3)cc2n(C)c1=O
  -13%, 58%[activator], ?, -4%, 34, i, 9%, -1%, 2%
- NNC(=O)c1cc2c(s1)CCCCCC2
  -2%, 38%[activator], 8%, 3%, -3, 0%, 3%, 18%, 23%
- COCC(C)NS(=O)(=O)c1ccc(N2CCCCS2(=O)=O)cc1 (centres undefined)
  0%, -3%, -1%[57.1 µM], -7%[57.1 µM], 2, i, -11%, -10%, -15%
- COc1ccc2cc(C(=O)C3CCCN(C(=O)c4ccnn4C)C3)ccc2c1 (centres undefined)
  5%, 33%, -32%, 161%[activator], -3, -1%, -3%, 9%, 5%
- CC(=O)Nc1ccc(S(=O)(=O)N2CCN(CCc3ccccc3)CC2)cc1
  -7%, 20%, -11%, -5%, 1, -5%, 7%, -8%, -1%
- Cc1cc(C)c2c(N=CN(C)C)c(C(=O)N3CCN(c4ncccn4)CC3)sc2n1
  4%, 10%, -5%, -4%, 1, 12%, -6%, -2%, -2%
- CC1=C(C(=O)NC(C)c2ccccc2)C2(CCC(C)CC2)OC1=O (centres undefined)
  -18%, 51%[activator], 23%[57.1 µM], 3%[57.1 µM], -6, i, -6%, -1%, 1%
- Cc1ccc(-c2csc(-c3c(N)c(C(=O)c4ccc5c(c4)OCO5)n4ccccc34)n2)cc1
  -29%, 63%[activator], 0%, -4%, 6, ·, ·, 4%, -13%
- CCOc1ccccc1NC(=O)CSc1nc2ccccc2nc1N1CCOCC1
  -23%&-27%, 73%&103%[activator], 44%&18%, 4%[57.1 µM], -1&2, -10%&-7%, -7%&-13%, 23%&1%, 2%&5%
- CCn1c(SCC(=O)Nc2cccc(OC)c2)nc2c(c1=O)SCC2
  -8%, 31%, -8%, -9%, -3, 2%, 4%, 2%, 3%
- COc1cc(NC(=O)c2ccccc2Cl)ccc1NC(=O)c1ccco1
  -12%, 26%, -12%, -7%, -2, -5%, 9%, -4%, 8%
- O=C(O)/C=C/C(=O)NC1CCS(=O)(=O)C1 (centres undefined)
  -10%, 57%[activator], 8%, 18%[57.1 µM], -3, i, 1%, 0%, 14%
- COc1ccc(CCNC(=O)Cn2cc(C(=O)c3ccccc3)c(=O)c3ccc(C)nc32)cc1OC
  ?, 74%[activator], 14%, -1%, 0, -11%, 9%, ?, -5%
- O=C(NCC(=O)N1CCN(S(=O)(=O)c2ccccc2)CC1)c1ccc(Br)o1
  -16%, 19%, -12%, -11%, -4, -2%, 5%, -6%, -9%
- Cc1ccc(NC(=S)N2CCc3[nH]c4ccccc4c3C2)cc1
  -11%, -30%, 12%[57.1 µM], 1%[57.1 µM], -1, -10%, 2%, 14%, -12%
- Cn1c(CN2CCN(c3cccc(Cl)c3)CC2)nc2ccccc21
  -6%, 18%, 1%, 4%, -7, -3%, -2%, 3%, 6%
- Fc1ccc(-c2n[nH]c(=S)n2/N=C/c2c[nH]c3ccccc23)cc1
  -11%, 20%, -15%, -13%, -4, -8%, 1%, 2%, -16%
- COc1ccccc1C(CNC(=O)c1cc(C)nc2ccccc12)N(C)C (centres undefined)
  -18%, -24%, 13%, 1%, 6, -5%, -6%, 5%, 1%
- O=C(COC(=O)/C=C/c1ccccc1Cl)NCc1ccccc1
  -3%, 30%, 10%, -1%, 1, -6%, 2%, 0%, 1%
- Clc1ccc(CSc2nnnn2-c2ccc3c(c2)OCO3)c(Cl)c1
  -3%, 27%, 14%[57.1 µM], 3%[57.1 µM], -3, -1%, -1%, 8%, 2%
- Cc1ccc(NC(=O)N2C3CCCC2CC(NC(=O)C2CC2)C3)cc1 (centres undefined)
  -17%, 23%, 14%, 5%, 2, 3%, 1%, -7%, -10%
- COCc1cc(C)nc(N2CCc3ccccc32)c1C#N
  0%, 77%, -8%, -1%, 5, 13%, 9%, 1%, 6%
- O=C(O)c1ccn2c(C(=O)c3ccc(Cl)cc3)c(-c3ccccc3)cc2c1
  2%, -4%, 12%[57.1 µM], 1%[57.1 µM], 1, -3%, 10%, ?, 0%
- COC(=O)c1ccc(Oc2nc3c(c(=O)n(C)c(=O)n3C)n2Cc2ccc(Cl)c(Cl)c2)cc1
  -6%, 4%, 13%, 9%, 0, -5%, 0%, 1%, -2%
- Nc1ccc(C(=O)OCC(=O)Nc2ccc([N+](=O)[O-])cc2C(F)(F)F)cc1
  -6%, -9%, 12%[57.1 µM], 6%[57.1 µM], 0, -3%, 8%, -4%, 8%
- Cc1cccc(CSc2nc3c([nH]c4ccccc43)c(=O)n2C)c1
  -10%, 16%[57 µM], 30%[57.1 µM], 2%[57.1 µM], -7, -10%, 0%, -9%, -3%
- CC(C)(C)OC(=O)N1CCC[C@H]1c1nnc(SCc2ccccc2Cl)o1
  -24%, 44%[activator], 11%[57.1 µM], 12%[57.1 µM], 1, -12%, 13%, -2%, 8%
- COc1ccc(C(=O)/C=C/c2ccc(O)cc2)c(O)c1CC=C(C)C
  3%, ?, 25%, -6%, -7, i, 1%, -6%, 11%
- c1cc2nnnn2nc1N1CCCCC1
  -7%, 29%, 19%, 3%, 1, -4%, -2%, -5%, 1%
- Cc1c(CN2CCCC(C(=O)Nc3cccc(-n4cccn4)c3)C2)cnn1C (centres undefined)
  -15%, 43%[activator], 26%, -2%, 3, i, 0%, -1%, 4%
- CCN1CCN(Cc2c(O)ccc3c2O/C(=C\c2ccccc2)C3=O)CC1
  ?, 42%[activator], -16%, -10%, -7, 0%, 5%, ?, 0%
- CNC(=S)N/N=C(\C)c1ccc(Cl)s1
  -10%, -18%, ?, -9%, -2, 12%, 3%, -7%, 5%
- Cc1ccc(N(CC(O)CN2CCCC2)S(=O)(=O)c2ccccc2)cc1 (centres undefined)
  -3%, 3%, 5%, 2%, -3, 1%, 6%, 8%, 16%
- N/C(=N\OC(=O)COc1ccc([N+](=O)[O-])cc1)c1cccnc1
  2%, 10%, 11%[57.1 µM], 4%[57.1 µM], 1, -7%, -3%, 8%, 10%
- CCCn1nnnc1SCC(=O)N1CCCCC1
  -13%, 17%, 15%, -3%, 0, -1%, 3%, -10%, 0%
- O=C(NC(=S)NCCCN1CCOCC1)c1ccc(Br)cc1
  -20%, 17%, 19%[57.1 µM], 7%[57.1 µM], 4, -6%, 0%, 5%, -9%
- CCOC(=O)c1cc2c(=O)n3ccccc3nc2n(CC2CCCO2)c1=NC(=O)c1ccccc1F (centres undefined)
  -24%, 34%[activator], 4%, 37%[activator], -3, 4%, 0%, 11%, -4%
- CC1(C)CC(=O)C2=C(C1)N(CCN1CCOCC1)C1=C(C(=O)CC(C)(C)C1)C2c1ccc(Cl)cc1
  -32%, 80%[activator], 37%[activator], 70%[activator], -23, -8%, -5%, 1%, -4%
- Cc1ccc(S(=O)(=O)N2CCN(C(=O)c3ccccn3)CC2)c(C)c1
  -17%, 55%[activator], -3%, -4%, -2, i, 18%, -7%, 1%

Looked up by structure from above, two records:
Every second line gives: USP1 inh, HP1b binding inh, TrxR1 inh, TrxR1 substrate, PI4K2A inh, Tb PGK inh, mIDH1 inhibitor, Pin1 inh, GLS inhibitor
- NNC(=O)c1cc2c(s1)CCCCCC2
  -2%, 38%[activator], 8%, 3%, -3, 0%, 3%, 18%, 23%
- O=C(COC(=O)/C=C/c1ccccc1Cl)NCc1ccccc1
  -3%, 30%, 10%, -1%, 1, -6%, 2%, 0%, 1%

A portion of the library (hit frequency here may not be typical).
